Cav32 inh: inhibitors of human Cav3.2 T-type calcium channel. Cav3.2-expressing cells, Fluo-4 calcium fluorescence FDSS; stronger effect = lower value. 100,000 compounds, 4% hits. O95180. B-score at 10 µM;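 active = single-dose well whose peak fluorescence ratio is a statistical outlier from its plate by either plate-standardised score or position-corrected B-score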
Target sequence (O95180 whole entry, looked up): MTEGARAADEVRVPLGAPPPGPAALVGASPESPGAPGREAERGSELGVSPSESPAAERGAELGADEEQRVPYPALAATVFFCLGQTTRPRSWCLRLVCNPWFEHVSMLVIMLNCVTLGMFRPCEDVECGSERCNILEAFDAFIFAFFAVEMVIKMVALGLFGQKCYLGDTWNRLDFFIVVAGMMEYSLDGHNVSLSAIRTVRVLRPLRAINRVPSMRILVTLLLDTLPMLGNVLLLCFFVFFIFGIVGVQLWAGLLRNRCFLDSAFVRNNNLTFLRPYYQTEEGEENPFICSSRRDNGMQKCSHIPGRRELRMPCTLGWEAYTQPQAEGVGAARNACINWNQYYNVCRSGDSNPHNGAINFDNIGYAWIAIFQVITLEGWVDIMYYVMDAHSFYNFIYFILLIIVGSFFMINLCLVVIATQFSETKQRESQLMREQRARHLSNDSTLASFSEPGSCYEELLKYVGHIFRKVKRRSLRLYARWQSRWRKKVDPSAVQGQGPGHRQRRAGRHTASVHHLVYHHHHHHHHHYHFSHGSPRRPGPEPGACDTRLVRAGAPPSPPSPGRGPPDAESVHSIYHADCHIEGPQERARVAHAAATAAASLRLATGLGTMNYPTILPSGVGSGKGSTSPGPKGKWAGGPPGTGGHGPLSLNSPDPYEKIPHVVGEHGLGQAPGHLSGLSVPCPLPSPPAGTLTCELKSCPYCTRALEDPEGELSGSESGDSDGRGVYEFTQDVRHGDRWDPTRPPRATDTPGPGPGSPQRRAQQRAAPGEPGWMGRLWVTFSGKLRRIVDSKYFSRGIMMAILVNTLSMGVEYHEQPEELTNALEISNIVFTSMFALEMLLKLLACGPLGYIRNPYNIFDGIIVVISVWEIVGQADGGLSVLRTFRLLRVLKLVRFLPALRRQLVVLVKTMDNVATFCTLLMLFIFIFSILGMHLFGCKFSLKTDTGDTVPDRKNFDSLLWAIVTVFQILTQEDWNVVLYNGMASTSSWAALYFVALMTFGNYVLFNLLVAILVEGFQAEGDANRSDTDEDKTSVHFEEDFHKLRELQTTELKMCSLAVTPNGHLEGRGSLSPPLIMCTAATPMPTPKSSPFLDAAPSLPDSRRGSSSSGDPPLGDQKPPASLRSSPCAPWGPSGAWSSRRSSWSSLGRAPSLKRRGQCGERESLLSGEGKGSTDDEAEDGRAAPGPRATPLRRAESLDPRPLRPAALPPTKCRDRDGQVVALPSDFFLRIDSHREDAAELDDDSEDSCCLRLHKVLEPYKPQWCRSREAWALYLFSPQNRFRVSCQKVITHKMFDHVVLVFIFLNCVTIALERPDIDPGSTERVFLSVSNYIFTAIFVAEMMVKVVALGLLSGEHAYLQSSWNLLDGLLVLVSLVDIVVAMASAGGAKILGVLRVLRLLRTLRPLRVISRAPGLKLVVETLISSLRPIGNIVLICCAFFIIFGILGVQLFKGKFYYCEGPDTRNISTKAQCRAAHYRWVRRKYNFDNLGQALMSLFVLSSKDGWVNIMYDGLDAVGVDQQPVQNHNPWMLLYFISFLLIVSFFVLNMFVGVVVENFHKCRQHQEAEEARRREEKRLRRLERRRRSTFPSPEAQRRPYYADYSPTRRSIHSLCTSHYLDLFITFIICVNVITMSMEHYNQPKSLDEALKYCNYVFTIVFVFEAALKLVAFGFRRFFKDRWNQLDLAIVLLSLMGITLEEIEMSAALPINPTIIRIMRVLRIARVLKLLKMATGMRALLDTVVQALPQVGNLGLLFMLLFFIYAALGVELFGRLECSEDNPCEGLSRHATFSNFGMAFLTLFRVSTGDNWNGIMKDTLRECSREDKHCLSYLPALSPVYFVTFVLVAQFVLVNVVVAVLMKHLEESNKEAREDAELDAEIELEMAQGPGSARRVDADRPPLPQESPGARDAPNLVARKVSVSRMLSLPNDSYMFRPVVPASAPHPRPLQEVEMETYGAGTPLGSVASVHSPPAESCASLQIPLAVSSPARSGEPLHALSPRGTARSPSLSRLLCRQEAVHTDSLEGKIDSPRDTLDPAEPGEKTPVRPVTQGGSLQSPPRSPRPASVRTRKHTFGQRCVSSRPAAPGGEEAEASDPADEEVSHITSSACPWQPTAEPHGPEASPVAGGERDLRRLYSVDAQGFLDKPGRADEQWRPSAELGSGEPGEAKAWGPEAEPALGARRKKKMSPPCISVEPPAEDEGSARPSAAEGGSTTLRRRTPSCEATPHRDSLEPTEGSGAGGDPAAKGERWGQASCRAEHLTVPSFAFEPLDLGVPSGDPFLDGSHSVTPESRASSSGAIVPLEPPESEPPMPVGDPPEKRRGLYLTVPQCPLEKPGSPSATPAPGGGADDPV
* marks the source's active call; other numbers are inactive results. The list is partial; rates above refer to the full screens.

smiles,Cav32 inh
O=S(=O)(Nc1cccnc1)c1ccc2c(c1)OCCO2,0.008
Cn1nnnc1SCCNC/C=C/c1ccccc1,0.58
CCc1cccc(NC(=O)Cn2ncn3c(cc4ccccc43)c2=O)c1,-0.56
O=C(O)c1ccccc1-c1nc2ccccc2c(=O)[nH]1,0.049
COc1ccc(OC)c(Nc2ncnc3ccccc23)c1,0.71
CCOC(=O)C1C(=O)OC(C)(C)C1C(C)C(=O)c1ccccc1 (stereo unspecified),1.2
CC(C)(C)NC(=O)Cn1c(SCC(N)=O)nc2ccccc21,0.015
CCOc1ccccc1CNC(=O)C1CCN(C(=O)c2sccc2-n2cccc2)CC1,1.1
O=C(/C=C/c1cccs1)NC(=S)NNC(=O)Cc1cccs1,-4.2*
CCOC(=O)N1CCN(Cc2nc(-c3ccccc3)no2)CC1,1.7
C=CCNC(=O)c1nn2cccnc2c1Cl,-0.28
CCCN1C(=O)CC(C(=O)OC)=C1C,0.25
O=C(NCCNS(=O)(=O)c1cccc(C(F)(F)F)c1)c1cc(OCC(F)(F)F)ccc1OCC(F)(F)F,-0.0059
CCn1c(CNc2ccc(Cl)cc2)nnc1SCCN1CCCCC1,-0.45
O=C(Cn1c(NCCO)nc2ccccc21)c1ccc(Cl)cc1,-0.75
COc1cccc(C(=O)N(Cc2nc(-c3cccc(C)c3)no2)C(C)C)c1OC,-5.8*
COc1ccc(NC(=O)CCN2CCN(S(=O)(=O)c3ccc(C(C)C)cc3)CC2)cc1,-0.48
Cc1nc(NC(=O)c2csc3ccccc23)sc1C,-3.3
COc1ccc(-c2nnc(SCc3csc(N)n3)n2C)cc1,-0.052
CC(=O)Oc1ccc(N2C(=O)C3C(C2=O)C2(C)C=CC3(C)O2)cc1 (stereo unspecified),0.77
O=C(NCCC1=CCCCC1)C(=O)NCc1ccccc1Cl,-0.13
COc1ccc(NC(=O)C2CC(=O)N(C(C)C)C2)cc1 (stereo unspecified),-0.027
CCOc1ccccc1N1CCN(S(=O)(=O)c2ccc(Cl)s2)CC1,-2.4
O=C(COc1ccc2ccccc2c1)NCC(=O)N/N=C/c1ccco1,-0.097
CCCCOCC1CN(c2ccccc2)C(=O)CS1 (stereo unspecified),-0.00066

4 entries out of the list, ordered by molar mass, high to low:
smiles,Cav32 inh
O=C(NCCNS(=O)(=O)c1cccc(C(F)(F)F)c1)c1cc(OCC(F)(F)F)ccc1OCC(F)(F)F,-0.0059
Cc1nc(NC(=O)c2csc3ccccc23)sc1C,-3.3
CCCCOCC1CN(c2ccccc2)C(=O)CS1 (stereo unspecified),-0.00066
Cn1nnnc1SCCNC/C=C/c1ccccc1,0.58

The list goes on:
smiles,Cav32 inh
COc1ccc(CCNC(=O)CN2C(=O)C3(OCCCO3)c3ccccc32)cc1OC,0.17
CCCCN(C)CCNC(=O)c1ccc2c(c1)NC(=O)C(N1CCCCC1)S2 (stereo unspecified),-1.2
O=C(CSc1nnc(-c2ccc(Br)cc2)o1)N1CCN(C(=O)c2ccco2)CC1,0.26
Cc1ccc(CNC(=O)c2cc3c(C)nc4ccccc4c3o2)cc1,-1.1
CC(Nc1nc(-c2ccc(F)cc2)cs1)c1nc2cc(Cl)c(Cl)cc2n1CCCO (stereo unspecified),-1.3
CCOC(=O)c1ccc(NC(=O)c2ccc(CO)c(C(=O)NC3CCN(C(=O)OCC)CC3)c2)cc1,1.7
COc1cccc(C2CC(C(F)(F)F)n3ncc(C(=O)Nc4c(C)n(C)n(-c5ccccc5)c4=O)c3N2)c1 (stereo unspecified),-0.02
COC(=O)c1cccc(NC(=O)CCSc2ccc(Cl)cc2)c1C,-0.78
O=c1oc2c(CN3CCOCC3)c(O)ccc2c2c1CCC2,-0.054
O=C(CN1CCN(Cc2ccc(F)cc2Cl)C1=O)NCCCN1CCOCC1,0.26
CC1=C(C(=O)Nc2ccccc2C)C(c2cccnc2)n2nc(CCCO)nc2N1 (stereo unspecified),0.2
Cc1nc2scc(-c3ccc(Cl)cc3)c2c(=O)o1,-1.8
CCN(Cc1nc2ccccc2c(=O)[nH]1)Cc1cc(=O)oc2cc(OC)ccc12,2.3
CC(C)CNC1=CC(=O)CC(c2ccco2)C1 (stereo unspecified),1.1
Cn1c(C(=O)NCCN2CCN(Cc3ccccc3)CC2)cc2c(=O)n(C)c3ccccc3c21,1
CNC(=O)c1ccccc1NC(=O)c1ccc(C)c(S(=O)(=O)N2CCCCC2)c1,-0.16
CCN(CC)c1ccc(NC(=O)Cn2nnc(-c3cccc(OC)c3OC)n2)c(C)c1,0.12
CC1CC(NC(=O)Cc2ccc(Br)cc2)CC(C)(C)C1 (stereo unspecified),-7.4*
COC(=O)C1=C(N)Oc2cc(C)n(Cc3cccnc3)c(=O)c2C1c1ccccc1OC (stereo unspecified),1.5
O=C1CC(N(Cc2ccco2)C(=O)Nc2ccc(F)cc2)C(=O)N1c1ccc(F)cc1 (stereo unspecified),-1
COc1ccc(CC(=O)Nc2cccc(-c3nnc(-c4ccccc4)o3)c2)cc1OC,0.54
OCCN(Cc1ccccc1)Cc1ccc(Cl)cc1,0.41
Cn1c(C(=O)NC2CCCC2)cc2c(=O)n(C)c3ccccc3c21,1.5
Cc1nc2nc(SCC(=O)N3CCOCC3)nn2c(C)c1Cc1ccccc1,3
Cc1cc(NC(=O)c2ccc(S(=O)(=O)N(C)C)cc2)no1,1.9
Cc1nc2cc(C(=O)O)ccc2n1-c1ccccc1,-0.039
CCc1c(C)nc(SCC(N)=O)c(C#N)c1C,-0.39
O=C(CSc1nnc2ccccn12)c1ccc(OC(F)F)cc1OC(F)F,-0.0092
Cc1ccc(CCNC(=O)C2CCCN(C(=O)c3cc4sccc4n3C)C2)cc1 (stereo unspecified),-4.8*
CCNC(=O)CC1C(=O)N(c2ccc(C)cc2)C(=O)N1Cc1ccccn1 (stereo unspecified),0.24
Cc1occc1C(=O)NCc1ccc2c(c1)OCO2,-0.0014
COc1cc2c(cc1OC)C(c1ccco1)CC(=O)N2 (stereo unspecified),0.05
CCCn1nnc(NC(=O)Cc2ccc(Cl)cc2)n1,-0.19
Nn1c(COc2ccccc2)nc2ccccc2c1=O,0.56
COc1ccc(NC(=S)Nc2cc(-c3ccccc3)[nH]n2)cc1Cl,1.8
CCCCN(CC)S(=O)(=O)c1ccc(C(=O)Nc2nnc(CSC)o2)cc1,-1.2
CC(=O)n1cc([C@H]2C=C(C(=O)O)O[C@@H](OCCCCO)C2)c2ccccc21,1.1
Cc1cc(C)c2c(c1)SC1=NC(c3ccccc3)(C(F)(F)F)NC(=O)N12 (stereo unspecified),0.6
O=C1C2C3C=CC(C3)C2C(=O)N1c1n[nH]c(CCc2ccccc2)n1 (stereo unspecified),0.8
CCOC(=O)CSc1ccc2nnc(-c3cccs3)n2n1,-0.36
CCn1ncc(Cl)c1C(=O)NC(C)c1ccccc1 (stereo unspecified),-1.7
COc1ccc2nc(N/C(N)=N/C(=S)Nc3cccc(C)c3)nc(C)c2c1,-1.4
CN1CCCC(OC(=O)COc2ccccc2)C1 (stereo unspecified),0.28
Cc1cc2nc(SCCN3CCOCC3)[nH]c2cc1C,0.83
O=C(Nc1ccc(Nc2ccccc2)cc1)C1CC1,-1.7
O=C(CCN1CCOCC1)NCC1COc2ccccc2O1 (stereo unspecified),0.23
CCCC(=O)Nc1c(C)nn(C(=O)CCC)c1C,1.3
CCN(CC)S(=O)(=O)c1cc(C(=O)OCC(=O)c2ccc3c(c2)NC(=O)CO3)ccc1Cl,-0.44
CCOC(=O)CSc1cc(C)nc(NC(C)=O)n1,-0.21
Cn1c(=O)n(CCCOc2ccc(Br)cc2)c2ccccc21,-4.4

More structures
smiles,Cav32 inh
O=C(N1CCN(c2ccccc2)CC1)C12CC3CC(CC(C3)C1)C2,-1.6
CN(C1CCCCC1)S(=O)(=O)Cc1ccccc1,1.1
Cc1ccccc1NC(=S)NCCC(c1ccccc1)c1ccccc1,-4.4*
Cc1ccc(Cn2c(SCC(=O)N/N=C/c3ccc(C)o3)nc3ccccc32)cc1,-10*
O=C(Cc1cccs1)Nc1cccnc1,1.7
Cc1[nH][nH]c(=O)c1C(c1ccc(-c2ccc(Cl)cc2Cl)o1)c1c(C)[nH][nH]c1=O,-0.44
COc1ccc(CNC(=O)[C@H](C)NC(=O)C2CCN(S(=O)(=O)c3ccc(C)cc3)CC2)cc1,0.51
CC(C)NS(=O)(=O)c1ccc(CCC(=O)N2CCOCC2)cc1,0.27
O=C(CSc1nnnn1-c1ccc2c(c1)OCCO2)N1CCc2ccccc21,-0.55
COc1cccc(N2CCN(C(=S)Nc3cccc(C)c3)CC2)c1,-0.62
O=C(OCc1c(Cl)cccc1Cl)c1cccnc1,-0.83
S=C1NC[C@H](c2ccccc2)N1CC1CCCCC1,0.18
COc1ccc(C(C(=O)NC2CCCC2)N(Cc2ccccc2)C(=O)CNC(=O)c2ccco2)cc1 (stereo unspecified),-1.9
Nc1ccccc1OCCOCCOCCOc1ccccc1N,-1.1
O=C(NCc1ccccc1)NC(=O)c1ccccc1,-1.8
C=CCNC(=S)N1CCN(CCN=CC2=C(O)CC(c3ccco3)CC2=O)CC1 (stereo unspecified),0.21
CCOC(=O)N1CCC(n2c(=S)[nH]c3cc(OC)c(OC)cc3c2=O)CC1,0.71
CC(C)(C)c1ccc(CNc2cc(N3CCOCC3)ccc2[N+](=O)[O-])cc1,-0.52
Cc1c(C(=O)N2CCN(S(C)(=O)=O)CC2)oc2ccccc12,0.37
Cc1ccccc1C(=O)Nc1cccc(-c2nnc(SCC(=O)O)n2C)c1,0.32
COC(=O)c1ccc(CSc2nnnn2-c2ccccc2)o1,0.027
Cc1ccc(Cl)cc1N1CCN(S(=O)(=O)c2ccc3c(c2)OCCO3)CC1,-5.2*
Cn1c(CSc2nc3ccccc3n2C)nc2ccccc21,0.02
c1ccc(-c2cnnc(-c3ccccn3)n2)cc1,2.1
COc1cccc(NC(=O)C2CCCCC2)c1,0.89

Ordered by the number under Cav32 inh (rising): some entries from above
Structure	Cav32 inh
O=C(Cn1c(NCCO)nc2ccccc21)c1ccc(Cl)cc1	-0.75
COc1ccc(NC(=O)CCN2CCN(S(=O)(=O)c3ccc(C(C)C)cc3)CC2)cc1	-0.48
COC(=O)C1=C(N)Oc2cc(C)n(Cc3cccnc3)c(=O)c2C1c1ccccc1OC (stereo unspecified)	1.5

Continuation.
smiles,Cav32 inh
CCOc1cc2c(C#N)c(N3CCCC3)nc(N)c2c(N)n1,0.57
CCN1CCN(c2nc3c(c(=O)n(C)c(=O)n3C)n2CCSc2ncccn2)CC1,1.7
CCOC(=O)Nc1cccc2ccccc12,-0.24
Cc1ccccc1-n1c(SCC(=O)c2cc(C)n(C)c2C)nnc1-c1cccnc1,1.4
CCC(=O)Nc1ncc2c(n1)CC(c1ccco1)CC2=O (stereo unspecified),0.8
O=C(Nc1ccccc1C(=O)N1CCOCC1)c1noc2c1CCCC2,-0.059
CC(C)CNC(=O)CC(=O)N/N=C/c1ccc(Br)cc1,-0.36
Cc1ccc2c(c1)C(N1CCCC1=O)CC(c1ccco1)N2 (stereo unspecified),-0.74
COc1ccc(C(CCN2CCOCC2)c2c(OC)cc(OC)c3c(C)cc(=O)oc23)cc1 (stereo unspecified),1.2
O=C(/C=C/c1ccccc1)NC(NC(=S)Nc1ccc(Cl)cc1)C(Cl)(Cl)Cl (stereo unspecified),-7.4*
CN(CC(=O)Nc1cccc2c1CCCC2)S(=O)(=O)c1ccccc1,0.04
O=C(NC1CCCCC1)N1CCCC(c2nc(-c3ccc(S(=O)(=O)N4CCCC4)cc3)no2)C1 (stereo unspecified),-0.046
O=S(=O)(Nc1ccc2c(c1)CCC2)c1cccs1,-5.6*
CCOC(=O)c1cnn(CC2CCCCC2)c1N,0.047
COc1ccc(NC(=O)N(CCCN2CCOCC2)Cc2cccnc2)c(OC)c1,0.36
CC(C)OCCCn1c(=S)[nH]c2cc3c(cc2c1=O)OCO3,0.18
Cc1ccc(NC(=O)c2c(C)noc2C)cc1,0.27
Cc1ccc(S(=O)(=O)CNC(=O)c2ccccc2)cc1,0.02
CCCCn1c(SCC(=O)c2ccc3c(c2)OCCO3)nnc1-c1ccco1,-1.1
Cc1ccc(C)c(C2=CSC3=NCCN23)c1,0.84
CCc1nnc(NC(=O)OCc2ccccc2)s1,0.7
COc1ccc(C)cc1NC(=O)CN(Cc1nnc(-c2ccc(Cl)cc2)o1)C1CCCC1,-4.2*
CC1(C)NC(=O)N(CCOCCOc2ccccc2)C1=O,-0.11
Cc1cccc(-n2nnnc2SCC(=O)c2cc(C)n(Cc3ccco3)c2C)c1,-2.9
Cc1c(O)c(=O)ccn1Cc1ccccc1,-0.32
CCOC(=O)c1c(NC(=O)CN2CCOCC2)sc2c1CCCC2,-2.8
CCN(CC)CCCNC(=O)c1ccccc1C,0.17
CCOC(=O)c1sc(NC(=O)c2ccco2)nc1C,0.89
O=C(Oc1ccc2cccc(OC(=O)N3CCOCC3)c2c1)N1CCOCC1,0.79
CC(C)(C)C(=O)Nc1cccc(C(=O)c2cccc(NC(=O)C(C)(C)C)c2)c1,0.092
Cc1cc(C)cc(N2C(=O)CC(N3CCOCC3)C2=O)c1 (stereo unspecified),-0.045
CCO/N=C(\C)c1c(O)c(CC)c(-c2ccccc2)n(-c2ccccc2)c1=O,-3.9*
Cn1c(NC(=O)c2ccco2)c(-c2ccccc2)c(=O)c2ccccc21,0.95
CCOC(=O)c1c(-c2ccccc2)csc1NC(=O)c1nn(CC)cc1Br,-1.5
COc1ccc(CC(=O)Nc2ccc(-c3noc(-c4ccccc4OC)n3)cc2)cc1,-0.21
CCNc1ccc(Br)cc(C(=O)/C=C/c2c(Cl)cccc2Cl)c1=O,-1.1

From PubChem
